# High-throughput results from PubChem BioAssay.
# BaF3 tox = parental Ba/F3 viability inhibition as JAK2V617F counter-screen | CellTiter-Glo ATP luminescence | hit rate 1.1% among 220,000 | AID 1486 | inhibition, % at 5.6 µM;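 active means inhibition above a per-campaign cutoff, the mean inhibition of all tested compounds plus 3 SD, cut at about 27% in these data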;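 further: 0% = DMSO wells and 100% = JAK Inhibitor I control wells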
# Ba/F3 V617F tox = lowers viability of Ba/F3 cells expressing EpoR and JAK2V617F; ATP luminescence; inhibition, % at 5.6 µM; AID 1446; hit rate 1.1% among 220,000;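 active means inhibition above the campaign mean plus 3 SD over all tested compounds, cut at about 24% in these data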;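 further: cytokine-independent growth of Ba/F3 cells driven by EpoR plus mutant JAK2; 0% = DMSO-treated cells and 100% = JAK inhibitor I control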
# EP2 mod = EP2 receptor (human) modulation; P43116; EP2-expressing cells, cAMP HTRF FRET, PGE2 co-stimulation; induction, % at 25 µM; hit rate 0.83% among 260,000; AID 940;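 active means compounds whose cAMP rise, as percent of the full-agonist control response, exceeds 60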;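 further: rat C6 glioma line stably carrying human EP2 under a CMV promoter; the protocol text gives 20 µM as final concentration; 100% = response of wells given 1 µM PGE2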
# Target sequence (P43116 whole entry, looked up): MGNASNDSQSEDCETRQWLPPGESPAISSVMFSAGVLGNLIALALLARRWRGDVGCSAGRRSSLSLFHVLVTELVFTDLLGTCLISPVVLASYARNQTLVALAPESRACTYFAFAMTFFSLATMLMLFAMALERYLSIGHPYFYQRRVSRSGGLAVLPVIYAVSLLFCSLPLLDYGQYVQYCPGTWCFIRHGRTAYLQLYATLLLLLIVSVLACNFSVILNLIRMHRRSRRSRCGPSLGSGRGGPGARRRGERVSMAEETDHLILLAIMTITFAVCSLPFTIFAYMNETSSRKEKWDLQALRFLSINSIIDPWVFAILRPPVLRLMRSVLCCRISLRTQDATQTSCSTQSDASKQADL
# S1P4 antag = blocks the human S1P4 receptor; O95977; S1P4-expressing cells, antagonist mode, reporter read-out; inhibition, % at 4.98 µM; hit rate 0.26% among 220,000; in the data active means inhibition above about 29%;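 further: 0% = wells stimulated with agonist and 100% = vehicle wells without agonist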
# Target sequence (O95977 whole entry, looked up): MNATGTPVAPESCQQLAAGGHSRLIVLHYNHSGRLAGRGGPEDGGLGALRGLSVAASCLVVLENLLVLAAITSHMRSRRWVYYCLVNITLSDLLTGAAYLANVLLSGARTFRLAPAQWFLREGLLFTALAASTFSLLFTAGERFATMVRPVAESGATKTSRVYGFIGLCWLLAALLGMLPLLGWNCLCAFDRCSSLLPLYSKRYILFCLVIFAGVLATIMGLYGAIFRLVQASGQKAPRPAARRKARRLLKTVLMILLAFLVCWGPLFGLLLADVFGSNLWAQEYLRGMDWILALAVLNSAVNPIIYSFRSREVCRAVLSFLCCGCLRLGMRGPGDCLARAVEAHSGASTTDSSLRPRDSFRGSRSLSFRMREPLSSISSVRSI
# S1P4 ag = activates the human S1P4 receptor | O95977 | S1P4-expressing cell line, agonist reporter assay | activation, % at 4.98 µM | hit rate 0.35% among 220,000 | AID 1509; in the data active means activation above about 11%;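 further: 0% = DMSO vehicle and 100% = reference agonist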
# zfTRPN1 agonist = agonists of zebrafish TRPN1 channel; hit rate 0.18% among 220,000; HEK293 zebrafish TRPN1-YFP, Fluo-8 calcium fluorescence; 100% = response to 87 µM carbachol; activation, % at 3 µM;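 active means activation above its plate's cutoff, the mean activation of test wells on that plate plus 3 SD, cut at about 19% in these data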;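 further: 0% = DMSO alone and 100% = 87 µM carbachol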
#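 Control set: carbachol 87 µM as high control, DMSO as low control; system: HEK293 stable line with zebrafish TRPN1-YFP; read-out: % activation versus carbachol response; detection: intracellular calcium fluorescence with Fluo-8; doses: single test compound dose, 3 µM nominal, 0.3% DMSO; schedule: dye 1 h 37 °C plus 30 min RT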
# PERK inhibitor = human PERK inhibition, primary cell-based screen | Q9NZJ5 | CHO PERK-DD fusion, SEAP luminescence translation reporter | inhibition, % at 5.6 µM | hit rate 0.17% among 220,000 | AID 1416;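 active means inhibition above the mean inhibition of all tested compounds plus 3 SD, set separately per screening campaign, cut at about 2.9% in these data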;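 further: PERK kinase domain activated by AP20187 dimerizer at 100 nM; 0% = DMSO with dimerizer and 100% = rapamycin at 8.4 µM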
# TRPML3 agonist = human mucolipin-3 channel agonism. activation, % at 3 µM. HEK293 TRPML3-YFP, Fluo-8 calcium fluorescence; 100% = the carbachol control signal. hit rate 0.29% among 220,000. Q8TDD5;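 active means activation above its plate's cutoff, the mean activation of the plate's test wells plus 3 SD, cut at about 12% in these data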;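 further: 0% = DMSO only wells and 100% = carbachol wells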
#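 system = HEK293 cells stably carrying human TRPML3-YFP | doses = one concentration, 3 µM nominal, 0.3% DMSO | timing = dye loading 1 h 37 °C then 30 min ambient, 125 s read | detection = Fluo-8 calcium dye fluorescence, ex 470-495, em 515-575 nm | benchmarks = high control carbachol 87 µM, low control DMSO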
# m-calpain inh = inhibitors of pig calpain II; purified calpain II, fluorogenic peptide substrate, 30 min; AID 1236; hit rate 0.37% among 220,000; inhibition, % at 16 µM;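 active means inhibition above about 50%, limit read from the data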
# * marks the source's active call; other numbers are inactive results; & = joins results of further samples.
SMILES,BaF3 tox,Ba/F3 V617F tox,EP2 mod,S1P4 antag,S1P4 ag,zfTRPN1 agonist,PERK inhibitor,TRPML3 agonist,m-calpain inh
O=C(OCC(=O)N1CCN(C(=O)c2ccco2)CC1)c1ccccc1C(=O)c1ccccc1,4,0,13,-18,1.0,0.1,0.8,-0.3,-23
COc1ccc(C(=O)NCC(=O)OCC(=O)N2CCCc3ccccc32)cc1,-1,-5,1,-1,-0.6,-1.1,0.3,-0.1,-10
CC(=O)Nc1ccc(NC(C)=C(C#N)C#N)cc1,3,0,32,4,0.3,0.5,0.5,1.1,4
O=C(Nc1ccc2c(c1)CCC2)c1cc(=O)[nH]c2ccccc12,-3,-3,-27,5,0.7,0.3,0.4,0.5,5
N#CCCN1CCN(C(=S)c2ccc(-c3cccc(Cl)c3)o2)CC1,0,4,-13,-15,3.3,-1.3,-0.3,-0.6,-10
CC1Cc2ccccc2N1C(=O)c1nn(C)cc1Br (centres undefined),3,0,14,-19,0.6,-0.7,0.4,0.1,1
COc1cccc(-c2cc(C(=O)Nc3cc(OC)c(OC)c(OC)c3)no2)c1,5,-3,-5,-8,-0.2,-0.3,-0.7,0.0,-20
Brc1ccc(-c2nnc3sc(CNC4CCCC4)cn23)cc1,4,-1,8,3,-1.0,0.3,0.9,0.6,16
CCOC(=O)c1sc(NC(=O)CSc2nncn2C)nc1C,5,3,23,-4,-1.3,0.9,0.5,1.2,31
O=C(CSc1ncc(-c2ccc(F)cc2)n1Cc1ccco1)Nc1nccs1,4,1,17,-22,-0.6,0.3,0.5,-0.7,10
CC(c1ccccc1)C(Cc1nc2ccccc2[nH]1)c1nc2ccccc2[nH]1 (centres undefined),3,-3,9,2,1.7,-2.8,-0.2,0.0,42
O=C(Cn1cnc2ccccc21)N/N=C/c1ccco1,2,0,59,-1,1.1,0.3,-0.1,0.4,-4
O=S(=O)(Nc1nc2ccccc2nc1Cl)c1ccc(F)cc1,-3,0,36,-9,1.3,0.2,0.1,-0.7,-3
C=CCn1c(Cc2cccs2)nnc1SCC(=O)Nc1ccc(OC)cc1,3,1,16,-5,0.6,-0.9,0.3,-0.8,-4
COc1cc(/C=N\NC(=O)c2ccc(=O)[nH]n2)cc(OC)c1OC,8,1,-2,6,0.2,1.7,1.7,0.3,15
Cc1ccc(NC(=S)NC(=O)c2c(-c3ccccc3Cl)noc2C)cc1,3,-5,6,-9,-3.2,0.7,0.7,0.4,22
CN(C)NC(=O)C(NC(=O)c1ccccc1)C12CC3CC(CC(C3)C1)C2 (centres undefined),1,0,3,3,-1.4,0.1,1.1,-2.3,2
O=C(Nc1scc(-c2ccc(F)cc2)c1C(=O)O)c1ccco1,1,1,-19,-11,1.7,-1.7,0.7,-0.2,3
O=C(Nc1ccc2snnc2c1)N1CCN(c2ccccc2)CC1,3,0,-14,-13,-0.2,4.3,-0.5,1.5,-9
COc1cccc(NC(=O)c2ccc(NC(C)=O)cc2)c1,3,4,-3,5,2.4,0.7,0.6,1.2,-14
CCN(CC)c1ccc(C=Nc2cc(C)ccc2C)c(O)c1,0,-3,-43,0,1.4,-1.4,1.3,0.5,-4
COc1cc(CNCc2ccccn2)ccc1OCc1cccc(Cl)c1,1,-1,-40,-20,-1.1,0.3,-1.4,1.1,7
Cc1ccc(CNC(=O)COC(=O)c2cc3c(s2)CCC(C)C3)cc1 (centres undefined),-2,-5,4,-9,-0.6,-0.1,0.5,-0.1,-24
Cc1cccc(C(=O)NCCN2CCN(c3ccccc3)CC2)c1,1,-3,0,-10,0.7,-1.3,-1.2,0.0,3
CCOc1ccc(C(=O)C[n+]2ccc(C(=O)NCc3ccccc3)cc2)cc1,5,-2,-69,-19,3.0,1.0,0.9,0.5,37
# (listing goes on)
SMILES,BaF3 tox,Ba/F3 V617F tox,EP2 mod,S1P4 antag,S1P4 ag,zfTRPN1 agonist,PERK inhibitor,TRPML3 agonist,m-calpain inh
CC(Nc1ccc(F)cc1F)C(=O)NC(=O)NC1CCCCC1 (centres undefined),8,-2,-53,30*,1.8,2.0,0.1,1.6,4
CN=C(c1ccc([N+](=O)[O-])cc1)N1CCCCC1,5,1,27,9,2.4,0.8,1.5,0.2,-23
Cc1cc(Cl)ccc1NC(=S)NCCC(c1ccccc1)c1ccccc1,2,0,-4,4,-0.7,0.6,-0.2,-0.1,-3
CC(=O)Nc1sc(C)c(C)c1C(=O)OCC(=O)Nc1cc(S(C)(=O)=O)ccc1Cl,-1,2,-32,4,1.1,1.6,-0.5,0.7,31
CS(=O)(=O)N1CCN(c2ccc(NC(=O)CSc3ccc(Cl)cc3)cc2)CC1,6,2,21,1,-0.5,1.7,1.1,0.5,12
CN(C)c1nc(SCc2ccccc2)nc(N2CCOCC2)n1,-1,-1,26,-9,-1.6,-1.4,-0.4,-0.5,7
CC(NC(=O)Cn1nc(C(=O)O)c2ccccc2c1=O)c1ccccc1 (centres undefined),2,-3,26,-8,0.7,1.7,0.4,-0.2,4
CC(CC(=O)O)CC(=O)NNC(=O)c1cccc(Br)c1 (centres undefined),2,-4,12,3,0.8,-0.7,1.0,0.5,-11
O=C1CCC(=O)N1OCCCOc1ccc2c(c1)CCC2,0,-3,-12,7,0.1,-0.6,1.7,0.9,4
CCOC(=O)/C(=C\c1ccccc1)C(=O)c1cc(C(C)=O)c(Nc2ccccc2)s1,2,1,43,-7,4.4,-1.0,-1.5,0.0,-33
O=S(=O)(/N=C(/Nc1ccccc1)c1ccccc1O)c1ccccc1,-3,-3,35,-3,1.7,-0.3,0.0,-0.5,-12
COC(=O)CNC(=O)COC(=O)/C=C/c1ccc(F)cc1,11,1,-21,-10,-1.2,1.8,0.7,1.1,10
Fc1ccc(C2=NNC(=NCc3ccccc3)SC2)cc1F,10,4,17,9,-1.4,-0.7,0.0,0.0,-23
Cc1ccsc1C1C2=C(CC(C)(C)CC2=O)Nc2ncnn21 (centres undefined),2,-3,-1,-14,-3.8,0.9,-0.3,-0.3,-12
Cc1cccc(C)c1-n1nnnc1-c1cnccc1C(F)(F)F,-3,1,-2,4,-0.3,-0.3,0.8,-0.4,-10
COc1cccc(/C=C/C(=O)OCC(=O)Nc2cc(S(=O)(=O)N3CCOCC3)ccc2C)c1,3,4,-5,-11,2.5,-0.2,-0.5,1.4,-2
Cc1ccc(C(C(=O)NC2CCCCC2)N(Cc2ccco2)C(=O)C2COc3ccccc3O2)o1 (centres undefined),6,-1,36,-5,-0.7,-0.6,0.8,-0.3,-8
CC(C)(C)C1CCC2(CC1)Nc1cccc3cccc(c13)N2,4,-4,-34,-1,2.6,-0.9,-0.2,0.1,-279
COC(=O)Cc1[nH]n(-c2nc3ccccc3s2)c(=O)c1C(C)=Nc1ccc(OC)cc1,4,2,19,11,0.9,1.4,-0.7,0.7,-10
Cc1ccc2oc(-c3cccc(NC(=O)C4CCCO4)c3)nc2c1 (centres undefined),5,2,6,1,-1.4,0.5,0.5,0.0,-69
COCCCNC(=O)/C(=C\c1cccn1C)NC(=O)c1cccs1,11,1,9,0,-1.6,0.9,-0.6,0.4,28
CCOCCCNC(=O)c1ccc(OC(C)=O)cc1,4,2,34,-14,-0.7,0.2,0.4,-0.1,-21
Cc1ccc(N=C2NC(=O)C(CC(=O)O)S2)cc1 (centres undefined),1,-3,11,3,1.1,-1.8,2.2,0.5,-8
CCN1CCN(CC(=O)Nc2nc3ccc(OC)cc3s2)CC1,-1,-2,-36&-9,-12,0.4,1.3,-0.6,0.8,24
Cc1ccc(S(=O)(=O)N2CCCC(C(=O)NCCC3=CCCCC3)C2)cc1 (centres undefined),6,2,-10&27,7,1.2,0.5,-0.7,0.6,-24
# (listing goes on)
SMILES,BaF3 tox,Ba/F3 V617F tox,EP2 mod,S1P4 antag,S1P4 ag,zfTRPN1 agonist,PERK inhibitor,TRPML3 agonist,m-calpain inh
FC(F)(F)c1ccc2nnc(-c3c(Cl)cccc3Cl)n2c1,5,3,-31,10,1.3,-0.1,1.5,0.2,2
Cc1ccc(CNC(=O)C2=CCN(S(=O)(=O)c3ccc(C)cc3)CC2)cc1,8,1,14,0,0.2,-1.5,-0.3,0.5,9
O=[N+]([O-])C(C1CCS(=O)(=O)C1)C1CCS(=O)(=O)C1 (centres undefined),-3,-6,-3,3,-1.6,-1.4,1.3,-0.5,-4
COc1ccc(Cn2nnnc2C(CC(C)C)N2CCN(c3ccccc3)CC2)cc1 (centres undefined),-1,-4,4,-6,-2.0,-1.0,-0.4,-1.0,19
O=c1oc(-c2cccs2)nc2scc(-c3cccs3)c12,0,-2,35,-10,-1.0,0.5,1.0,0.5,-67
c1ccc(CSc2ccc(-c3ccccn3)nn2)cc1,5,-2,-11,-8,1.3,-0.6,0.3,-0.2,0
O=C(CSc1n[nH]c(-c2ccncc2)n1)NC1CCS(=O)(=O)C1 (centres undefined),-2,-1,-1,2,0.0,0.1,2.1,1.1,-229
O=C1N(c2ccccc2)C(c2ccc(Cl)cc2)N2CCCN12 (centres undefined),10,6,7,-1,-1.4,0.2,1.1,0.1,13
COc1ccc(CCNS(=O)(=O)c2cccc3nsnc23)cc1OC,4,5,0,-8,0.2,-1.0,1.1,0.3,-6
N#CCCN1CCN(C(=S)c2ccc(-c3cc(Cl)ccc3Cl)o2)CC1,3,-2,9,-7,0.9,-1.5,-0.5,-0.3,9
CCCCCn1cnc2c(sc3nc4c(cc32)CSC(C)(C)C4)c1=O,2,-3,2,-11,0.0,0.9,0.9,0.9,-16
Cc1ccc(S(=O)(=O)N2CCN(C(=O)CSc3nnc(C)s3)C2)cc1,4,0,13,-4,3.9,1.4,0.2,0.5,9

# In the list so far, eight have an aryl thioether with sulfur outside any ring:
SMILES,BaF3 tox,Ba/F3 V617F tox,EP2 mod,S1P4 antag,S1P4 ag,zfTRPN1 agonist,PERK inhibitor,TRPML3 agonist,m-calpain inh
CCOC(=O)c1sc(NC(=O)CSc2nncn2C)nc1C,5,3,23,-4,-1.3,0.9,0.5,1.2,31
O=C(CSc1ncc(-c2ccc(F)cc2)n1Cc1ccco1)Nc1nccs1,4,1,17,-22,-0.6,0.3,0.5,-0.7,10
C=CCn1c(Cc2cccs2)nnc1SCC(=O)Nc1ccc(OC)cc1,3,1,16,-5,0.6,-0.9,0.3,-0.8,-4
CS(=O)(=O)N1CCN(c2ccc(NC(=O)CSc3ccc(Cl)cc3)cc2)CC1,6,2,21,1,-0.5,1.7,1.1,0.5,12
CN(C)c1nc(SCc2ccccc2)nc(N2CCOCC2)n1,-1,-1,26,-9,-1.6,-1.4,-0.4,-0.5,7
c1ccc(CSc2ccc(-c3ccccn3)nn2)cc1,5,-2,-11,-8,1.3,-0.6,0.3,-0.2,0
O=C(CSc1n[nH]c(-c2ccncc2)n1)NC1CCS(=O)(=O)C1 (centres undefined),-2,-1,-1,2,0.0,0.1,2.1,1.1,-229
Cc1ccc(S(=O)(=O)N2CCN(C(=O)CSc3nnc(C)s3)C2)cc1,4,0,13,-4,3.9,1.4,0.2,0.5,9
